# Source: PubChem BioAssay (National Center for Advancing Translational Sciences (NCATS))
# NPC1 prom act – activates the NPC1 promoter | Huh7 NPC1 promoter luciferase reporter, 24 h | Potency, µM (doses to about 9.22 µM), for inactives: top-dose activation, actives largely listed as activators | hit rate 2.4% among 320,000;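 also: % of control where 0% means no effect; nearly all actives have a fitted effect of over 60% in size; reporter is driven by a mutant NPC1 promoter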
#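 Huh7 cells stably carrying NPC1 promoter–luciferase, plated in Opti-MEM with 10% FBS for 2 h, were exposed to compound in DMSO for 24 h at 37 °C; luciferase reagent was added for 10 min and luminescence read.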
# RORgamma inh – blocks mouse ROR gamma transcriptional activity; P51450; Drosophila S2 Gal4-RORgamma UAS-luciferase reporter, 20 h; Potency, µM (series often up to 53.6 µM), for the others: top-dose activity change, negative = inhibition, most hits filed as inhibitors; hit rate 5.4% among 310,000; also: % is scaled to controls: 0 for no effect and ±100 for the full control effect; nearly all actives have a fitted effect of over 60% in size
# Target sequence (P51450 whole entry, looked up, the tested form may be a part): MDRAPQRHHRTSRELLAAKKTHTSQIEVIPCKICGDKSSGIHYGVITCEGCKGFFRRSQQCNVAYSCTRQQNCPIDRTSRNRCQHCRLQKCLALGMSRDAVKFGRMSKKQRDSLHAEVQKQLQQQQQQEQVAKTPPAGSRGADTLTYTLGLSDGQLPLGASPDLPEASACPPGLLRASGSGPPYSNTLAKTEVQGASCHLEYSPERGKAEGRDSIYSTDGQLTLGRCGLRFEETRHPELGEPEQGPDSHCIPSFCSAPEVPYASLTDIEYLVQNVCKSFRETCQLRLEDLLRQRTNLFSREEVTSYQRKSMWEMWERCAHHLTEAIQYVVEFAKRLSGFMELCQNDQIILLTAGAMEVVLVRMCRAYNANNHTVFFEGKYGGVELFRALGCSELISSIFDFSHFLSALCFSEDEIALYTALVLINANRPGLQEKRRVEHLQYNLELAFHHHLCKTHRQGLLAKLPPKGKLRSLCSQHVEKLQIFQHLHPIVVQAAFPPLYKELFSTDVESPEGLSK
#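 Drosophila Schneider cells stably carrying a metallothionein-driven Gal4 DBD–ROR gamma fusion and a UAS-Photinus luciferase reporter were exposed to compound for 1 hr, then induced with copper sulfate (700 uM final) for 20 hr at ambient temperature before luminescence reading.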
# Rab9 promoter act – activates the Rab9 promoter | Potency, µM (doses to about 9.22 µM), for inactives: top-dose activation, negative = inhibition, actives largely listed as activators | hit rate 2.8% among 320,000 | AID 485297 | Huh7 Rab9 promoter-luciferase reporter, luminescence, 24 h; also: % of control where 0% means no effect; nearly all actives have a fitted effect of over 60% in size
#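 Cell-based reporter: Huh7 stable for Rab9 promoter-driven luciferase, plated in reduced-serum medium with 10% FBS at 1500 cells/well, compound-treated 24 h at 37 °C, luminescence read after 10 min reagent.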
# FLuc counter – counter-screen for miR-21 project: firefly luciferase inhibitors or activators | purified FLuc, Km substrates, luminescence inhibition | Potency, µM (doses to about 57.5 µM), without a hit: top-dose activity change, negative = inhibition, hits mostly inhibitors | hit rate 6.9% among 360,000 | AID 588342;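 also: plate controls were vehicle for no effect and reference inhibitor for full effect; nearly all actives have a fitted effect of over 55% in size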
#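 Purified P. pyralis luciferase, 10 nM final, with Km-level 10 uM D-luciferin and 10 uM ATP in 50 mM Tris acetate pH 7.5, 10 mM Mg acetate, 0.01% Tween-20, 0.05% BSA; 6-point qHTS titration about 60 µM downward; luminescence read.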
# VP16 counter – Gal4-VP16 reporter inhibition counter-screen | Drosophila S2 Gal4-VP16 UAS-luciferase, luminescence, 20 h | Potency, µM (top dose mostly 53.6 µM), for inactives: at the highest dose activity, negative = inhibition, usual class: inhibitors | hit rate 3.5% among 310,000 | AID 2546;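 also: Gal4-VP16 expression switched on by copper sulfate through the metallothionein promoter; % is scaled to controls: 0 for no effect and ±100 for the full control effect; nearly all actives have a fitted effect of over 50% in size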
# uPA generation – inhibitors of cell surface uPA generation | cell surface uPA generation assay, qHTS | hit rate 0.31% among 330,000 | Potency, µM (titrated, usually from 38.3 µM), without a hit: top-dose activity change, negative = inhibition, actives largely listed as inhibitors | AID 540303; active = well fitted inhibition curve with a large enough effect; inconclusive = small, poorly fitted or top-dose-only effect; inactive = no such curve, though single readings can be large or run the other way; tested in mouse RAW 264.7 cells; also: % is scaled to controls: 0 for no effect and ±100 for the full control effect; nearly all actives have a fitted effect of over 55% in size
# ELG1 genotox – genotoxicity induction in ELG1-luciferase HEK293T cells; Potency, µM (top dose mostly 46 µM), without a hit: at the highest dose activity change, positive = activation, usual class: activators; hit rate 1.3% among 330,000; HEK293T ELG1-luciferase reporter, luminescence, 16 h; also: % of control where 0% means no effect; nearly all actives have a fitted effect of over 60% in size
#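 Genotoxic stress is detected as increased luminescence from luciferase-tagged ELG1 in HEK293T cells, measured with ONE-Glo after a 16 hr treatment at 37 °C.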
# MBNL1-CUG inh – blocks human MBNL1 binding to CUG repeat RNA | Q9NR56 | TR-FRET MBNL1-His/biotin-(CUG)12 binding, 665/545 ratio | Potency, µM (titrated, usually from 57.5 µM), for the others: at the top dose activity change, negative = inhibition, usual class: inhibitors | hit rate 0.036% among 280,000 | AID 2675; active = well fitted inhibition curve with a large enough effect in the signal ratio, with a control signal flat, not every such curve was filed as active; inconclusive = small, poorly fitted or top-dose-only effect, or effect the other way, or a change in a side signal; inactive = no such curve, though single readings can be large or run the other way; the % refers to the signal ratio; also: % is scaled to controls: 0 for no effect and ±100 for the full control effect
# Target sequence (Q9NR56 whole entry, looked up): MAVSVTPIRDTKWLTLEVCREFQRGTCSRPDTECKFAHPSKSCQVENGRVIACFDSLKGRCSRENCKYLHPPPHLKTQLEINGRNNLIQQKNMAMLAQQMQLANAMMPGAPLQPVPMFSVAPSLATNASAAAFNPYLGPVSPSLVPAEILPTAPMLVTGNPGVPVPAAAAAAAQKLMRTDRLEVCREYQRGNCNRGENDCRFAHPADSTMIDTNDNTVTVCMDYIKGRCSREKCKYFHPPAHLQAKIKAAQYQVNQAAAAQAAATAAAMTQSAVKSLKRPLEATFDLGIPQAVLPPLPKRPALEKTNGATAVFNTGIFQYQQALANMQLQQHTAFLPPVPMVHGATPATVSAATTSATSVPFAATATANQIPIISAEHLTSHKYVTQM
#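 Inhibition of protein-RNA binding appears as loss of TR-FRET between terbium anti-His antibody on MBNL1-His and streptavidin-XL665 on biotin-(CUG)12. Activity is normalized to buffer-only and uninhibited-complex controls.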
# BRCA1 expr up – activators of BRCA1 expression; MCF7-BRCA1-FFLuc reporter, luminescence, 48 h; response scale: scaled: vehicle 0%, 10 µM genistein 100%; Potency, µM (doses to about 46.1 µM), inactives show at the top dose activation, actives largely listed as activators; hit rate 1.1% among 380,000; also: nearly all actives have a fitted effect of over 80% in size; some results filed as inactive show a strong effect at the top dose
#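 MCF7 cells carrying a BRCA1-firefly luciferase reporter (2000 cells/well, phenol-red free MEM) were attached for 2 h at 37 °C, then given compounds for 48 h. Luminescence was read 15 min after luciferase reagent; activity normalized to genistein (10 microM) and DMSO.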
# CXXC DNA block – blocks binding of human MLL CXXC domain to DNA; MLL-CXXC / FITC-HOXA9 DNA fluorescence polarization; Potency, µM (doses to about 115 µM), for inactives: at the highest dose activity change, negative = inhibition, most hits filed as inhibitors; hit rate 0.037% among 290,000; AID 2662; active = well fitted inhibition curve with a large enough effect in the polarisation, with a control signal flat, not every such curve was filed as active; inconclusive = small, poorly fitted or top-dose-only effect, or effect the other way, or a change in a side signal; inactive = no such curve, though single readings can be large or run the other way; the % refers to the polarisation
#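 Fluorescence polarization: 7 uM MLL-CXXC (stock) preincubated 5 min with compounds, then 50 nM fluorescein-HOX-A9 DNA (stock) added; 30 min ambient. Buffer 50 mM Tris-HCl pH 7.5, 50 mM NaCl, 1 mM DTT, 0.05% BSA.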
# p53 reactivator – restores transcriptional activity of mutant p53 | H1299 p53-A138V BP100-luciferase reporter, luminescence, 24 h | hit rate 0.063% among 320,000 | AID 504706 | Potency, µM (titrated, usually from 92.2 µM), for inactives: at the highest dose activity change, positive = activation, hits mostly activators; also: % of control where 0% means no effect; nearly all actives have a fitted effect of over 45% in size
#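 H1299 (p53-null), stable ts p53-A138V + BP100-Luc; 1000 cells/well, Opti-MEM/10% FBS; cpd 4 pt, 1:5; 24 h, 37 deg C, 5% CO2; detection reagent 10 min RT; luminescence.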
# Active calls of the source: *; ? = inconclusive; . = no result given; [ ] = remark or other dose. Unless noted, calls follow the shape of the dose curve; as a rule, active = well fitted curve in the direction sought with a large enough effect; inconclusive = small, poorly fitted or top-dose-only effect, or another doubt; inactive = no such curve, though single readings can be large; an effect the other way counts as inactive or inconclusive. Potency is read from the fitted curve at half-maximal effect.
# The first six compounds (preview)
molecule | uPA generation | VP16 counter | ELG1 genotox | Rab9 promoter act | MBNL1-CUG inh | p53 reactivator | CXXC DNA block | FLuc counter | BRCA1 expr up | RORgamma inh | NPC1 prom act
Nc1ccc(C2CCCc3nonc32)c2nonc12 (configuration not stated) | -3% | 27% | -4% | -2% | ? | -2% | 8% | 7% | -2% | -41% | -1%
O=C(CNC(=O)c1ccco1)OCC(=O)c1ccc2ccccc2c1 | 0% | -1% | -1% | -1% | ? | -9% | -21% | -15% | -10% | -6% | -4%
COc1ccc(C(=O)/C=C/C(=O)N(Cc2ccccc2OC)C(C(=O)NC2CCCCC2)c2ccncc2)c(O)c1 (configuration not stated) | -22% | 0% | -13% | -1% | . | -3% | 2% | -1% | -92% | 4%[10 µM] | -3%
CC(=O)c1ccc(N2CCN(CC(O)COC(c3ccccc3)c3ccccc3C)CC2)cc1 (configuration not stated) | 2% | 1% | -4% | 0% | -3% | 6% | 19% | 2% | -60% | 13% | 3%
Cc1cccc(NC(=O)c2ccc(CN3CCN(Cc4ccccc4)CC3)cc2)c1 | 5% | -12% | -3% | -30%[inhibitor] | -8% | 5% | -2% | ? | -1% | 2% | -23%
Cc1ccc2cccc(NC3OC(=O)c4ccccc43)c2n1 (configuration not stated) | -6% | 2% | 0% | -13% | 5% | -7% | -2% | 6% | -6% | -6% | -4%

# Main list, from the start:
molecule | uPA generation | VP16 counter | ELG1 genotox | Rab9 promoter act | MBNL1-CUG inh | p53 reactivator | CXXC DNA block | FLuc counter | BRCA1 expr up | RORgamma inh | NPC1 prom act
Nc1ccc(C2CCCc3nonc32)c2nonc12 (configuration not stated) | -3% | 27% | -4% | -2% | ? | -2% | 8% | 7% | -2% | -41% | -1%
O=C(CNC(=O)c1ccco1)OCC(=O)c1ccc2ccccc2c1 | 0% | -1% | -1% | -1% | ? | -9% | -21% | -15% | -10% | -6% | -4%
COc1ccc(C(=O)/C=C/C(=O)N(Cc2ccccc2OC)C(C(=O)NC2CCCCC2)c2ccncc2)c(O)c1 (configuration not stated) | -22% | 0% | -13% | -1% | . | -3% | 2% | -1% | -92% | 4%[10 µM] | -3%
CC(=O)c1ccc(N2CCN(CC(O)COC(c3ccccc3)c3ccccc3C)CC2)cc1 (configuration not stated) | 2% | 1% | -4% | 0% | -3% | 6% | 19% | 2% | -60% | 13% | 3%
Cc1cccc(NC(=O)c2ccc(CN3CCN(Cc4ccccc4)CC3)cc2)c1 | 5% | -12% | -3% | -30%[inhibitor] | -8% | 5% | -2% | ? | -1% | 2% | -23%
Cc1ccc2cccc(NC3OC(=O)c4ccccc43)c2n1 (configuration not stated) | -6% | 2% | 0% | -13% | 5% | -7% | -2% | 6% | -6% | -6% | -4%
C/C(=N\NC(=O)c1ccccc1)c1ccccc1Br | 0% | 6.3µM* | ? | ? | . | ? | 0% | 15µM* | 11µM* | 3.5µM* | ?
Cc1ccsc1C(=O)NC(C)c1ccc2c(c1)OCO2 (configuration not stated) | -1% | -9% | 0% | 1% | 6% | 1% | 1% | 3% | 0% | 15% | -2%
CN(C)CC(C)(C)NS(=O)(=O)c1ccc(Cl)cc1 | 3% | -10% | 1% | 2% | 8% | -18% | 1% | 3% | 4% | -14% | 2%
CC(C)N1CCc2c(sc(NC(=O)CCS(=O)(=O)c3ccccc3)c2C(N)=O)C1 | -7% | -5% | -8% | 4% | 1% | 11% | 3% | 3% | -8% | 2% | -1%
CCN(CC)S(=O)(=O)c1ccc(C)c(NC(=S)N2CCN(C/C=C/c3ccccc3)CC2)c1 | ? | ? | -17% | -33%[inhibitor] | -3% | 5% | 7% | -5% | -38% | 13µM* | -28%
CCC(=O)Nc1cccc(SC)c1 | -1% | -2% | 0% | -9% | -6% | -2% | 1% | -4% | 8% | 6% | 0%
COc1cccc(Nc2ncnc3onc(-c4ccccc4OC)c23)c1 | 12% | 2% | -2% | -4% | -6% | 9% | -8% | 1% | 5% | -21% | -1%
N/C(=N\OC(=O)Cc1cccs1)c1cccc([N+](=O)[O-])c1 | -2% | -5% | 5% | -2% | . | ? | 13% | ? | ? | 18% | -3%
COc1ccc(OC)c(-n2c(-c3cc(-c4ccco4)[nH]n3)n[nH]c2=S)c1 | 3% | -10% | -2% | -1% | ? | 1% | -4% | 0% | -29% | -5% | -7%
Cc1ccc(CNC(=O)c2ccc(N3CCC4(CC3)CC(c3ccccc3)=NO4)c(N)c2)cc1 | 4% | ? | 15% | -8% | 32%[activator] | . | 22% | 0% | -12% | -19% | -3%
COc1cccc(C(=O)NCCNC(=O)c2ccccn2)c1 | 0% | 9% | 0% | 4% | -10% | 8% | 0% | 1% | -1% | -6% | 1%
COC(=O)CCCC1=CC2=C(c3ccccc3)C(=O)C(C)(OC(=O)C3CCCC3)C(=O)C2=CN1C1CCCC1 (configuration not stated) | ? | -2% | -6% | -13% | ? | -3% | -3% | 1% | -2% | 10% | -1%
CCCc1cc(C(=O)N2CCCC(CO)(CCCc3ccccc3)C2)n(C)n1 (configuration not stated) | -1% | 3% | -4% | -2% | -3% | 6% | 4% | -3% | -27% | 44% | 0%
NC(=O)C1CCN(C(=O)CN(C2CCCCC2)S(=O)(=O)c2ccc(F)cc2)CC1 | 0% | 2% | 1% | -1% | 5% | 1% | -5% | 2% | 16% | -3% | 1%
Cc1ccc(C23CC4CC(CC(C(=O)NC(C)C(N)=O)(C4)C2)C3)cc1 (configuration not stated) | -3% | -1% | 0%[9.26 µM] | -2% | -2% | 0% | 6% | 0% | -6% | -3% | -2%
COC(=O)C1=C(C(=O)OC)[C@@H]2Nc3ccccc3[C@@]23C[C@@H](C(=O)OC)N=C3N1 | 6% | -12% | 0% | -2% | ? | 12% | 15% | -2% | 18% | 0% | -3%
COc1cccc(C(=O)Nc2c(C)n[nH]c2C)c1 | 1% | -10% | 0% | 1% | -10% | 4% | 6% | -1%[2.3 µM] | 12% | 16% | -2%
Cn1c(=O)c2c(nc3n2CC(O)CN3c2ccc(O)cc2)n(C)c1=O (configuration not stated) | 2% | 4% | -4% | 1% | 1% | . | 2% | -2% | -28% | 1% | -2%
COc1ccccc1C(=O)NCC(=O)NC(C)CCc1ccccc1 (configuration not stated) | 10% | 14µM* | 8% | -7% | ? | 10% | 0% | 3µM* | -30% | 6.3µM* | 2%
Cc1ccc(-c2noc(CC(c3ccccc3)c3ccccc3)n2)cc1 | 5% | -3% | -1% | 0% | 1% | 4% | -2% | 11% | -10% | 28% | -1%
CCOc1cc(N2CCOCC2)c(OCC)cc1NC(=O)c1ccccc1 | -7% | -22% | -13% | -2% | . | -1% | 6% | 1% | -15% | -3% | 4%
COC(=O)CN1C(=O)[C@H]2[C@@H](C3CC3)N3C(=O)CN(CCO)C(=O)[C@@]3(Cc3ccccc3)[C@H]2C1=O | -8% | 1% | 0% | 0% | -13% | 8% | 11% | -1% | -3% | -20% | -1%
COc1ccc2oc(C(=O)OCC(=O)N(CC(C)C)c3c(N)n(Cc4ccccc4)c(=O)[nH]c3=O)c(C)c2c1 | -4% | . | 1% | 1% | . | -5% | . | -1% | -30% | . | -3%
COC(=O)CN1C(=O)C(O)=C(C(C)=O)C1c1ccc([N+](=O)[O-])cc1 (configuration not stated) | 4% | -3% | 0% | 0% | 11% | 3% | 12% | 0% | 7% | -8% | 0%
COc1ccc(CCNC(=O)N2CCOCC2)cc1 | 4% | -2% | 4% | 2% | ? | 14% | 0% | 0% | -2% | 44% | 1%
CN(C)CCNC(=O)CCCNC(=O)Cn1cnc2sc3c(c2c1=O)CCCC3 | 1% | 6% | 1% | -3% | 2% | -2% | -3% | 2% | 0% | -14% | 1%
CC(Sc1nnc(COc2ccccc2)n1Cc1ccccc1)C(=O)O (configuration not stated) | 4% | 4% | 0% | -15% | ? | 1% | -13% | -12% | 0% | 3% | 1%
COc1ccccc1C1(CCN=Cc2ccc(N(C)C)cc2)CCOC(C)(C)C1 (configuration not stated) | -2% | 5% | 3% | -15% | 15% | 0% | -1% | 3% | 2% | -10% | -1%
N#CCOC(=O)/C=C/c1ccc2c(c1)OCO2 | 7% | -22% | 2% | 13% | ? | 6% | 20% | ? | -7% | -2% | 0%

# Not all compounds are listed; the hit share may differ from the screen's.
